# aDG glyco act: alpha-DG glycosylation activation. Pro5-aDG cells, alpha-DG glycosylation AlphaScreen (IIH6); 0% Pro5, 100% B10-LARGE cell signal. activation, % at 10 µM. 360,000 compounds, 0.22% hits. AID 624168;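 active = activation of at least 8% versus controls, or a plate z-score of at least 8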;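 also: Pro5 are CHO cells carrying HIG-tagged alpha-DG that lacks glycosylation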
# Vif inh: inhibitors of HIV Vif; 340,000 compounds, 0.35% hits; HEK293T cells, Vif self-association by quenched fluorescence, imaging, 24 h; AID 602346; inhibition, % at 7.49 µM; in the data active = inhibition above about 50%, passing the limit was not always enough; inconclusive = no clear call, values can overlap the other calls; inactive = below about 31%; also: some results filed as inactive read as strong as hits
# NOD2 RIPK2 PPI: NOD2-RIPK2 protein interaction inhibition; O43353; CHO BLA complementation NOD2-RIPK2, CCF4 ratio; inhibition, % at 4.98 µM; 360,000 compounds, 0.38% hits; AID 624267; in the data active = inhibition above about 21%;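 also: 0% = vehicle only and 100% = reference blocker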
# Target sequence (O43353 whole entry, looked up): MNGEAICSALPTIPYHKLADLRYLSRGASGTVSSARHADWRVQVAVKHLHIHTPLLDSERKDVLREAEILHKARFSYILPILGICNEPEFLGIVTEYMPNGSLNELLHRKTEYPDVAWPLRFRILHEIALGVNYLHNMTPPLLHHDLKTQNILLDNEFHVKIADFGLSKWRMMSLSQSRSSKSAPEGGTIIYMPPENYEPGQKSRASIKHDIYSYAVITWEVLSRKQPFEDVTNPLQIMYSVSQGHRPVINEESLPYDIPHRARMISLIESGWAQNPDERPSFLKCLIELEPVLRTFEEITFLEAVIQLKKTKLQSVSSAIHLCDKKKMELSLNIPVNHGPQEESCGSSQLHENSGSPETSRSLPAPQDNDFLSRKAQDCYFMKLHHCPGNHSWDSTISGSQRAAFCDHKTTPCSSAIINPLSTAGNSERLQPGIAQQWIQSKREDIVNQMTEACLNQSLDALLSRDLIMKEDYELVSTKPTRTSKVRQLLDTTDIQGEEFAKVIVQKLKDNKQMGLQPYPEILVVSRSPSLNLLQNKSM
# N-glyco inh: N-linked glycosylation inhibition; 360,000 compounds, 0.23% hits; reporter increase, % at 12.5 µM; D54 ERlucT glycosylation luciferase reporter, 24 h; percent of 100 nM tunicamycin response;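 active = mean luciferase reporter signal, scaled so untreated is 0 and the glycosylation-blocking control 100, at or above a set limit in every replicate; inconclusive = mean reaches the limit but not every replicate does; inactive = mean below the limit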;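 also: luciferase carries N-glycosylation sites so blocking glycosylation raises the light; 0% = median of neutral control wells and 100% = median of 100 nM tunicamycin wells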
# ABCB6 inh MLPCN: inhibitors of human ABC transporter ABCB6; Q9NP58; fluorescence ratio to DMSO, % at 10 µM; 360,000 compounds, 0.19% hits; K562-ABCB6 porphyrin accumulation, flow cytometry, 1 h; stronger effect = lower value;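 active = fluorescence ratio to DMSO below 75%, the collection mean minus 3 SD; inconclusive = too few cells collected in the well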;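 also: signal is porphyrin accumulated inside mitochondria; 100% equals median channel fluorescence of DMSO control wells; lower ratio means ABCB6 inhibition with less porphyrin fluorescence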
# TLR9-MyD88 block: inhibitors of human TLR9-MyD88 binding; Q9NR96+Q99836; CHO BLA complementation TLR9-MyD88, CCF4 FRET ratio; inhibition, % at 4.98 µM; 340,000 compounds, 0.21% hits; AID 504734;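 active = inhibition above the mean over all tested compounds plus 3 SD, cut at about 21% in these data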;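 also: 0% = DMSO only wells and 100% = clavulanate BLA inhibitor control wells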
# Exocytosis inh: lytic granule exocytosis inhibition; TALL-104 LAMP-1 surface exposure, flow cytometry; cells stimulated with thapsigargin and PMA; inhibition, % at 10 µM; 360,000 compounds, 0.66% hits; AID 651702;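 active = inhibition above about 55%, limit read from the data; inconclusive = no clear call, values can overlap the other calls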
# MC4R antagonist: antagonists of human melanocortin 4 receptor (MC4R). P32245. 360,000 compounds, 0.48% hits. MC4R-expressing cells, MTII-stimulated cAMP, LANCE TR-FRET. inhibition, % at 6.5 µM;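 active = inhibition above its plate's cutoff, the mean of tested wells on that plate plus 3 SD, cut at about 29% in these data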;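 also: 0% = Melanotan II alone and 100% = Melanotan II plus saturating MCL0020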
# Target sequence (P32245 whole entry, looked up): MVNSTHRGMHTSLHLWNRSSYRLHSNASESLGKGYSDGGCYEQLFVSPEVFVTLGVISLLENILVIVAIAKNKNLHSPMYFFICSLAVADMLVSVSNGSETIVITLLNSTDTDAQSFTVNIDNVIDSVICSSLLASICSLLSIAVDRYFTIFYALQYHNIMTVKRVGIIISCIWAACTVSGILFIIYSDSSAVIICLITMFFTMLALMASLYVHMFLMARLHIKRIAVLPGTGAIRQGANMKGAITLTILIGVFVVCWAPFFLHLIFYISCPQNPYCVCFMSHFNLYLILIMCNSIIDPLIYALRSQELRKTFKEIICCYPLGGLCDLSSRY
#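 material = U2OS cells stably expressing human melanocortin 4 receptor (MC4R) | also added = Melanotan II challenge | dosing = single nominal compound dose of 6.5 µM | detection = TR-FRET with Eu-cAMP and labeled anti-cAMP, 671 nm | replication = singlicate | timing = compound 30 min, challenge 1 h, detection 1 h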
# ABHD5-PLIN5 inh: inhibitors of human ABHD5-perilipin-5 interaction; Split G. princeps luciferase complementation, luminescence, 4 h; inhibition, % at 4 µM; 360,000 compounds, 0.78% hits; AID 602281;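 active = inhibition above the mean inhibition across every tested compound plus 3 SD, cut at about 22% in these data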;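 also: 0% = DMSO only wells and the 100% control is not disclosed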
# MC4R barr agon: agonists of human melanocortin 4 receptor (MC4R) beta-arrestin | P32245 | activation, % at 8.9 µM | U2OS MC4R beta-arrestin complementation, luminescence; percent of melanotan II response, DMSO zero | 360,000 compounds, 0.98% hits;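 active = activation above a per-plate cutoff, the mean activation of sample wells on that plate plus 3 SD, cut at about 8% in these data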
# * hit, by the source's call; ? = inconclusive; . = not tested or not shown. Some of the compounds tested (hit frequency here may not be typical).
SMILES,aDG glyco act,Vif inh,NOD2 RIPK2 PPI,N-glyco inh,ABCB6 inh MLPCN,TLR9-MyD88 block,Exocytosis inh,MC4R antagonist,ABHD5-PLIN5 inh,MC4R barr agon
CS(=O)(=O)N(CC(=O)O)c1ccc(C23CC4CC(CC(C4)C2)C3)cc1,0.1,-5,-8,1,101,16,-7,5,2,-1.0
CCn1cc(CN2CCc3c([nH]c4ccccc34)C2c2cccc(O)c2)c(C)n1 (configuration not stated),-0.3,-14,-1,5,98,2,-2,-4,7,-1.4
CS(=O)(=O)N1c2ccccc2[C@]2(Br)C[C@H]3C(=O)N[C@@H](Cc4ccccc4)C(=O)N3[C@H]12,0.1,-6,-1,-2,98,-1,-8,0,0,-0.9
CC(C)c1nnc(NC(=O)CSc2nc3ccccc3s2)s1,0.1,-2,0,-1,94,6,-2,5,-3,4.1
CCOP(=O)(OCC)C(NC(=O)c1cc([N+](=O)[O-])cc([N+](=O)[O-])c1)C(F)(F)F (configuration not stated),-0.1,-1,5,-1,102,7,-4,2,4,-2.0
CCc1ccc(N(CC(=O)NC(C)(C)C)C(=O)CNC(=O)c2cccs2)cc1,0.0,23,-16,-3,94,7,-11,6,5,-1.1
C=CCN1C(=O)CSc2ccc(C(=O)NCc3ccco3)cc21,-0.1,4,4,-1,106,6,-2,9,2,-2.1
CCOC(=O)c1sc2ncn(C(CC)C(=O)OCC)c(=O)c2c1C (configuration not stated),-0.1,-1,-8,-1,96,1,-1,1,4,0.4
O=C(CNC(=O)c1ccccc1Br)NCCSc1ccc(Br)cc1,0.2,-3,-15,1,101,-9,2,7,7,-2.6
O=C(Nc1cccc(S(=O)(=O)N2CCOCC2)c1)c1cn(-c2ccccc2)nc1-c1ccccc1,-0.2,2,3,8,98,-1,-1,15,-3,-2.0

# Whole records as entered above. Order of values: aDG glyco act | Vif inh | NOD2 RIPK2 PPI | N-glyco inh | ABCB6 inh MLPCN | TLR9-MyD88 block | Exocytosis inh | MC4R antagonist | ABHD5-PLIN5 inh | MC4R barr agon
# `O=C(CNC(=O)c1ccccc1Br)NCCSc1ccc(Br)cc1` as listed: 0.2 | -3 | -15 | 1 | 101 | -9 | 2 | 7 | 7 | -2.6
# `CCn1cc(CN2CCc3c([nH]c4ccccc34)C2c2cccc(O)c2)c(C)n1` (configuration not stated) as listed: -0.3 | -14 | -1 | 5 | 98 | 2 | -2 | -4 | 7 | -1.4
# `C=CCN1C(=O)CSc2ccc(C(=O)NCc3ccco3)cc21` as listed: -0.1 | 4 | 4 | -1 | 106 | 6 | -2 | 9 | 2 | -2.1

# Next entries:
SMILES,aDG glyco act,Vif inh,NOD2 RIPK2 PPI,N-glyco inh,ABCB6 inh MLPCN,TLR9-MyD88 block,Exocytosis inh,MC4R antagonist,ABHD5-PLIN5 inh,MC4R barr agon
COc1ccccc1NNC(=O)C(O)(c1ccccc1)c1ccccc1,0.1,-1,1,1,99,-5,104*,2,-4,0.0
O=C(Nc1ccc2c(c1)OCO2)c1ccc2nc([C@@H]3O[C@H](CO)[C@H](O)[C@H](O)[C@H]3O)[nH]c2c1,-0.3,12,8,2,97,.,-4,7,4,0.3
O=C(Nc1cc(C(F)(F)F)ccc1N1CCOCC1)C1CC1,0.2,-3,0,1,96,-5,2,3,-2,-2.4
CCOc1ccc(-c2cc(N)n(S(=O)(=O)c3ccc(OC)c(OC)c3)n2)cc1,-0.2,5,-5,2,98,10,0,0,-3,-0.8
CN(C)c1ncnc2c1ncn2C1CCCO1 (configuration not stated),0.3,-10,-3,2,92,1,1,-3,-2,-1.9
CCOc1cc(-n2ncc(C#N)c2N)nc(SC)n1,0.2,11,-4,0,93,-9,-3,-5,0,1.3
CN(Cc1ccccc1)c1nc(-c2cccc([N+](=O)[O-])c2)nc2ccccc12,-0.4,-15,3,-4,97,-7,0,4,-1,-1.2
CC(O)CNc1nc2ccccc2n1CC(=O)NC12CC3CC(CC(C3)C1)C2 (configuration not stated),0.1,-3,-2,1,94,-9,5,2,14,2.2
COc1ccccc1S(=O)(=O)n1cc(Cc2ccccc2)c(N)n1,0.1,.,-19,-1,94,2,-3,-2,1,3.2
S=C(Nc1cccc2ccccc12)NN1CCOCC1,0.1,13,-10,0,.,6,1,4,5,2.8
O=C(O)c1ccc(/C=C/C(=O)c2ccc3c(c2)OCCCO3)cc1,0.5,-9,1,23,96,6,-9,21,49*,-1.8
C[C@H]1COc2cc(N3CCN(Cc4ccccc4F)CC3)ccc2S(=O)(=O)N1,0.1,.,4,.,97,.,-5,.,1,.
CN(C)S(=O)(=O)c1cccc(C(=O)OCC(=O)Nc2sccc2C#N)c1,-0.6,-16,2,0,96,-6,-1,-1,4,-1.7
C(CNC1C2CC3CC(C2)CC1C3)CN1CCOCC1 (configuration not stated),0.2,0,6,-1,100,4,-2,9,-1,-0.7
Cc1cccc(NC(=S)NNC(=O)c2cc3c(s2)CCC(C)C3)c1C (configuration not stated),0.3,-1,-1,0,95,6,-2,4,1,-1.3
C=CCn1cccc(C(=O)Nc2cc(OC)c(OC)c(OC)c2)c1=O,0.0,-10,-8,4,104,.,-1,0,2,1.6
CC1=C(C(=O)OCc2ccccc2)C(c2ccco2)n2ncnc2N1 (configuration not stated),0.3,-12,1,0,95,-4,2,5,-4,0.0
CCC(=O)c1c[nH]c(C(=O)N2CCN(c3ccccc3)CC2)c1,0.3,2,-6,2,97,8,2,7,-7,1.5
COc1ccc(NC(=O)c2ccccc2N2C(=O)C3C4C=CC(C5CC45)C3C2=O)c(OC)c1 (configuration not stated),-0.3,3,-4,2,92,2,6,-4,12,2.3
COC(=O)c1ccc(C(=S)N2CCOCC2)cc1,0.2,3,-2,-1,105,3,3,-6,-1,-1.6
CCOC(=O)/C=C1\NC(=O)CS1,-0.1,-4,4,-1,95,1,-2,3,-6,-0.8
O=C(CSc1nc2ccccc2[nH]1)Nc1ccc(F)cc1,-0.2,24,1,-1,101,-30,3,-11,-10,0.6
Cc1cccc(NC(=S)N2CCCCCC2)c1,0.1,5,-3,0,98,2,0,11,-2,1.4
COc1ccc(-c2nc(N/N=C(\C)c3ccc(O)cc3)c3ccccc3n2)cc1,-0.4,2,11,-1,97,1,4,28,0,-1.2
CNC(=S)N1N=C(c2ccc(C)cc2)CC1c1cc(OC)ccc1OC (configuration not stated),-0.6,1,-5,3,93,-2,0,9,-2,2.7
Cc1c(OCC(=O)NC2CC(C)(C)NC(C)(C)C2)ccc2c1oc(=O)c1ccccc12,2.5,2,8,7,101,-1,0,18,7,-2.9
CC(=O)Nc1ccc(C(=O)NC2CCCC2)cc1,-0.2,-12,2,0,87,-5,-1,6,3,-1.4
CCOc1ccc(CCNC(=O)c2cc(C)nc3ccccc23)cc1OCC,0.1,-7,7,-1,97,-6,-3,-2,6,-2.5
COc1ccc(N2C(=O)C3CCCN3C2c2cccs2)cc1 (configuration not stated),0.1,.,2,2,98,17,-1,3,-2,-0.2
CCc1ccccc1Nc1nc(N)nc(COC(=O)CCNS(=O)(=O)c2ccccc2)n1,0.3,12,-4,-3,89,1,4,2,-4,-3.7
Cc1ccc(C)c(C(=O)CCC(=O)NCc2ccc(Cl)cc2)c1,0.1,-7,-1,0,98,-8,1,9,1,1.5
COc1cccc(CNn2c(-c3cccc(C)c3)nc3ccccc3c2=O)c1O,0.0,-3,-9,2,102,-1,-1,5,-2,-0.3
CCn1cc(C(=O)N2CCN(c3ccccn3)CC2)c2cc(OC)c(OC)cc2c1=O,1.2,2,-9,0,97,-7,2,-1,0,0.5
Cc1cc(C)c(NC(=O)CS(=O)CC(=O)N2CCN(c3ccccc3)CC2)c(C)c1 (configuration not stated),0.2,9,6,1,104,1,-1,3,0,0.2
Cc1cccc(OCC(=O)Nc2ccc(S(=O)(=O)N3CCCC3)cc2)c1,0.5,-3,-7,-2,97,0,0,13,-11,3.5
CCOc1ccccc1N1CCN(C(=O)Cc2ccc(S(=O)(=O)N3CCOCC3)s2)CC1,-0.3,-21,-4,9,98,10,-7,0,6,-3.0
O=C1CCCN1CCCNC(=S)Nc1ccc(Cl)cc1Cl,0.0,-3,3,0,97,-2,-3,7,-1,-0.3
CN1CCN(c2ccc(Cl)cc2NC(=O)CCN2C(=O)c3ccccc3C2=O)CC1,0.0,2,-9,0,96,2,1,13,5,-1.1
COc1ncnc2c1sc1nc(-c3ccccc3)c3c(c12)CCCC3,-0.1,4,3,-4,94,7,-1,0,4,-0.5
Cc1nn(C)c2c(=O)c(=O)c2n(C)[nH]1,-0.1,3,-2,1,99,-3,-6,2,-7,-0.6
O=C(NCc1ccccc1)c1ccc2c(=O)n(CC3CCCO3)c(=S)[nH]c2c1 (configuration not stated),0.1,?,5,-1,98,2,1,5,-3,-0.6
CN1C2Cc3c(n(C)c4ccccc34)C1CC=C2CO (configuration not stated),-0.2,0,-16,-2,94,-4,-4,-1,4,-1.2
COc1cccc(NC(C(=O)Nc2cccc(C(C)=O)c2)c2ccccc2)c1 (configuration not stated),0.0,-5,-1,-3,100,-8,2,2,9,1.8
COCCNC(=O)CCCn1c(=O)c2cc(OC)c(OC)cc2n(CC(=O)Nc2ccccc2OC)c1=O,0.1,4,-10,2,101,6,3,14,-1,-0.5
CCCCNC(=S)Nc1ccc(SC(F)F)cc1,0.0,-3,-18,1,93,2,3,-1,-3,-2.0
COc1cc(OC)c(S(=O)(=O)N2CCOCC2)cc1S(=O)(=O)N1CCOCC1,-0.2,3,-6,2,102,-5,-4,-1,5,1.6
COc1ccc(C2CC(c3ccccc3)=NN2C(=O)COC(=O)C2(C)CC2(Cl)Cl)cc1 (configuration not stated),0.0,-27,-6,-4,95,-14,2,-9,2,-2.2

# As entered above.
# `CN1C2Cc3c(n(C)c4ccccc34)C1CC=C2CO` (configuration not stated) in Exocytosis inh → -4
# `CCCCNC(=S)Nc1ccc(SC(F)F)cc1` in MC4R barr agon → -2.0
# `COc1ccc(C2CC(c3ccccc3)=NN2C(=O)COC(=O)C2(C)CC2(Cl)Cl)cc1` (configuration not stated) in aDG glyco act → 0.0
# `COc1cc(OC)c(S(=O)(=O)N2CCOCC2)cc1S(=O)(=O)N1CCOCC1` in TLR9-MyD88 block → -5
# `O=C(NCc1ccccc1)c1ccc2c(=O)n(CC3CCCO3)c(=S)[nH]c2c1` (configuration not stated) in N-glyco inh → -1
# `COc1cccc(NC(C(=O)Nc2cccc(C(C)=O)c2)c2ccccc2)c1` (configuration not stated) in aDG glyco act → 0.0
# `COCCNC(=O)CCCn1c(=O)c2cc(OC)c(OC)cc2n(CC(=O)Nc2ccccc2OC)c1=O` in NOD2 RIPK2 PPI → -10

# High-throughput results from PubChem BioAssay.
